DUSP3 inh – VHR1 phosphatase inhibitors, primary screen, biochemical, colorimetric, HTS. recombinant VHR phosphatase, colorimetric substrate read-out. AID 1992, 2009. 50,000 compounds, 0.7% hits. inhibition, % at 20 µM; in the data active = inhibition above about 60%; also: some results filed as inactive read as strong as hits
Target sequence (P51452 whole entry, looked up): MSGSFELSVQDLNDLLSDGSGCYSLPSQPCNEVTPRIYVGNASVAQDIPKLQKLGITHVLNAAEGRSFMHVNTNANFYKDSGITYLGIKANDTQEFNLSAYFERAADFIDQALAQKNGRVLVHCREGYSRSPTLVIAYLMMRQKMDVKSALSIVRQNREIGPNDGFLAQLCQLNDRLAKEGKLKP
* marks the source's active call; other numbers are inactive results.

SMILES	DUSP3 inh
CC1(C)CC(=O)C(CC(=O)Nc2cccc3ccccc23)=C(O)C1	-2
Cc1ccc(N2C(=O)CN=C2Nc2nc(C)cc(C)n2)c(C)c1	-10
NC(=O)c1sc2cc(F)ccc2c1Cl	0
COc1cccc(N(CC(=O)Nc2ccccc2)S(=O)(=O)c2ccccc2)c1	-4
CC(=O)NC1=NC(=O)/C(=C\c2ccc(C(C)(C)C)cc2)S1	-11
O=C(CC1SC(=O)NC1=O)Nc1ccc(C(=O)O)cc1 (centres undefined)	2
CC1CC(Nc2ccccc2)c2ccccc2N1C(=O)NC1CCCCC1 (centres undefined)	30
Cc1nn(CC(=O)N2CCCCC2)c(=O)c2ccccc12	-3
COc1ccc(/C=C/C(=O)Nc2ccc(Cl)c3c2C(=O)c2ccccc2C3=O)cc1	-8
O=C(O)c1cccc(N/C(=N\S(=O)(=O)c2ccccc2)c2ccccc2)c1	17
CN1/C(=C\C(=O)Nc2ccc(Br)cc2)C(C)(C)c2ccccc21	-1
Cc1ccc(CNC(=O)C(=O)NCc2ccncc2)cc1	6
COc1cc(C2C3=C(CC(C)(C)CC3=O)OC3=C2C(=O)CC(C)(C)C3)cc(Br)c1OCc1ccccc1	-46
COc1ccc(CN2CCN(C(=O)c3ccc(-c4ccccc4)cc3)CC2)c(OC)c1	13
COc1ccc(/C=C2\C(=O)NC(=O)N(c3cccc(Br)c3)C2=O)c(OC)c1	11
Cc1ccc(-c2nnc(NC(=O)c3cccs3)s2)cc1	-32
O=C(c1ccc(N2CCN(C(=O)c3ccccc3)CC2)cc1)c1cccc(F)c1	-14
COc1cc(Cl)cc(/C=N/NC(=O)/C(=C\c2ccc3c(c2)OCO3)NC(=O)c2ccccc2)c1O	22
O=C(NC(=S)Nc1ccc([N+](=O)[O-])cc1)c1ccco1	-2
N#CCCn1cc(/C=C2/NC(=S)N(c3ccc(-c4ccccc4)cc3)C2=O)c(-c2ccccc2)n1	41
Cc1csc(-c2cc3ccc(O)c(CN4CC5(C)CC4CC(C)(C)C5)c3oc2=O)n1 (centres undefined)	11
CC(=O)N(/C=C1\Sc2ccccc2C1=O)c1ccc(C)cc1	-2
COC(=O)C1=C(C)NC2=C(C(=O)CC(c3ccccc3)C2)C1c1ccc(O)c([N+](=O)[O-])c1 (centres undefined)	-24
COc1cc(/C=N/n2cnnc2)c([N+](=O)[O-])cc1OCCC(C)C	3

Five entries from above, reformatted.
structure,DUSP3 inh
COc1ccc(/C=C2\C(=O)NC(=O)N(c3cccc(Br)c3)C2=O)c(OC)c1,11
CC(=O)N(/C=C1\Sc2ccccc2C1=O)c1ccc(C)cc1,-2
O=C(NC(=S)Nc1ccc([N+](=O)[O-])cc1)c1ccco1,-2
COC(=O)C1=C(C)NC2=C(C(=O)CC(c3ccccc3)C2)C1c1ccc(O)c([N+](=O)[O-])c1 (centres undefined),-24
COc1cc(C2C3=C(CC(C)(C)CC3=O)OC3=C2C(=O)CC(C)(C)C3)cc(Br)c1OCc1ccccc1,-46

Next compounds
SMILES	DUSP3 inh
CCOC(=O)c1ccc(NC2=NC(C)(C)Cc3ccccc32)cc1	-13
COc1ccc(C2(CNC(=O)c3cc4ccccc4o3)CCCC2)cc1OC	-7
O=C(CCN1C(=O)/C(=C/c2ccccc2)SC1=S)Nc1ncc(Cc2ccccc2Cl)s1	-14
O=C1c2ccccc2C(=O)N1C/C=C/CN1C(=O)c2ccccc2C1=O	-14
O=C1c2ccccc2C(=O)C1(Nc1ccc2c(c1)oc1ccccc12)c1ccccc1	2
CCCCOc1ccc(NC(=O)C2CC=CCC2C(=O)O)cc1 (centres undefined)	47
CN1CCN(c2nc3ccccn3c(=O)c2/C=C2\SC(=S)N(CCc3ccccc3)C2=O)CC1	25
CCN1C(=O)/C(=C/c2ccc(OC(=O)c3cccc(C)c3)c(OC)c2)SC1=S	-7
NC(=O)NC(c1ccccc1)c1cccnc1 (centres undefined)	-13
C=CCN1C(=O)/C(=C\c2cc(Cl)c(OCc3ccccc3F)c(OC)c2)SC1=S	-3
CCc1c(C#N)c(N)nc(SCC(=O)c2ccc(-c3ccccc3)cc2)c1C#N	7
COc1ccc(C2C(C(C)=O)=C(O)C(=O)N2CC2CCCO2)cc1OC (centres undefined)	-16
COc1cccc(/C=N/Nc2nc3nonc3nc2Nc2cccc(C)c2C)c1O	-15
CC(NS(=O)(=O)c1ccc(Cl)cc1)c1ccccc1 (centres undefined)	-32
Nn1c(Nc2ccccc2)nc2ccccc2c1=O	10
CCOc1ccccc1N(CC(=O)Nc1ccccc1CC)S(=O)(=O)c1ccccc1	-5
COc1cc(C2OCC3(CCC4(COC(c5ccc(O)c(OC)c5)OC4)C3=O)CO2)ccc1O (centres undefined)	-16
Cc1ccc(-c2nc3ncccc3o2)cc1NC(=O)c1cccc2c(Br)cccc12	-32
O=C(Nc1ccccc1-c1nc2ccccc2[nH]1)c1ccc(Cl)cc1Cl	-16
COc1ccc(OC)c(C2NC(=S)NC(C)=C2C(=O)Nc2ccc(C)cc2)c1 (centres undefined)	-2
COc1ccc(-c2cc(C(=O)NCc3ccccc3)c3ccccc3n2)cc1	-12
O=C(O)c1ccccc1SCCSc1ccccc1C(=O)O	-6
COc1cc(-c2ncnn2-c2ccc(F)c([N+](=O)[O-])c2)ccc1OCc1ccccc1	-2
O=C(NC(NC(=S)Nc1ccccc1[N+](=O)[O-])C(Cl)(Cl)Cl)c1ccco1 (centres undefined)	-8
N#C/C(=C\c1ccco1)C(=O)Nc1ccc(F)cc1	0
COC(=O)c1cc(NC(=O)C(Sc2ccccc2)c2ccccc2)cc(C(=O)OC)c1 (centres undefined)	-28
Cn1c(=O)c2c(nc(SCC(=O)O)n2C)n(C)c1=O	-4
O=S(=O)(Nc1ccc(Cl)cc1Cl)c1ccc2ccccc2c1	-27
C(=N\N1CCN(c2ccccn2)CC1)/c1ccc2c(c1)OCO2	-3
O=C(NCCOc1ccccc1F)c1ccccc1SCc1ccc(F)cc1	-9
O=C1c2ccccc2C(=O)c2c1nc1n2CCOC1	0
CC1(C)Cc2c(sc3nc(SCc4ccccc4)n(CCc4ccccc4)c(=O)c23)CO1	-14
COc1cc(C=O)ccc1Oc1ccc([N+](=O)[O-])cn1	-4
COc1ccc2ccccc2c1C=Nc1ccc(C)c(I)c1	-4
O=C(COc1ccc(C2CCCCC2)cc1)Nc1cc(C(=O)O)cc(C(=O)O)c1	7
NC1=NC(=O)C(Cc2ccccc2)S1 (centres undefined)	-6
CSc1ccc(S(=O)(=O)NCCSc2ccccn2)cc1	-4
O=c1c2ccccc2nc(-c2ccccc2F)n1-c1ccc(Cl)cc1	5
CCc1c(C)nc2c(Cl)cccc2c1SCC(=O)O	-5
COc1ccccc1NC(=O)C1=C(C)NC(=S)NC1c1ccccc1F (centres undefined)	7
Nc1ccc(Br)c(NC(=O)c2ccccc2)c1	-4
O=C(N/N=C/c1ccccc1[N+](=O)[O-])C(=O)Nc1cccc2ccccc12	-27
CCOC(=O)CSc1nc2sc3c(c2c(=O)n1-c1ccc(OC)cc1)CCc1ccccc1-3	-15
CC1CC(Nc2ccccc2)c2ccccc2N1C(=O)c1ccccc1 (centres undefined)	11
C/C(=N\Nc1cc(-c2ccccc2)nc(C)n1)c1cccc(N)c1	-13
O=C1NC(c2ccccc2)=C(c2ccc3ccccc3n2)C(c2ccc([N+](=O)[O-])cc2)N1 (centres undefined)	-1
CC1=C(C(=O)OCCc2ccccc2)C(c2ccc3c(c2)OCO3)C2=C(CC(C)(C)CC2=O)N1 (centres undefined)	-3
O=C1NC(=O)N(c2ccccc2)C(=O)/C1=C\c1ccc(-c2cccc([N+](=O)[O-])c2)o1	20
CC(C)(CO)N=Cc1ccc(Cl)cc1	0
CCN(C(=O)N1CCOCC1)c1ccccc1	-6
CC1=NN(C(=O)c2ccccc2)C(O)(c2ccccc2)C1 (centres undefined)	-6
Cc1ccc(N(CC(=O)NCC(C)C)S(=O)(=O)c2ccc(F)cc2)cc1	-35
c1ccc2c(OCCCN3CCOCC3)cccc2c1	-16
O=C(COc1ccccc1)Nc1ccc(Cl)cn1	8
CCOc1ccccc1NC(=O)C(=O)NCc1ccccn1	-21
CCOc1cccc(N2C(=O)/C(=C/c3cc(Cl)c(O)c(OC)c3)C(=O)NC2=S)c1	24
Cc1cc(C(=O)Nc2ccccc2C(=O)O)c(C)o1	-21
Cc1ccc(/C=N\NC(=O)c2ccc(O)cc2)cc1	6
Cn1c(NN)nc2c(c1=O)C(C)(C)Cc1ccccc1-2	23
O=C(c1cccnc1)N1CCN(C(=O)c2ccccc2F)CC1	-9
Carrying on:
SMILES	DUSP3 inh
C/C(=N/N=C1\NC(=O)C(C)S1)c1ccc(Cl)cc1 (centres undefined)	-5
O=C(Nc1ccccc1I)C1CC(=O)N(c2ccc(Cl)cc2)C1 (centres undefined)	1
Cc1ccc(Cl)cc1NC(=O)CSc1nnc(N)s1	0
COc1ccc(N=Cc2cccnc2)cc1	-6
COc1ccccc1NC(=O)c1ccccc1NC(=O)c1ccc(C)cc1	-17
CCC(=O)Oc1ccc2c(C)cc(=O)oc2c1I	-18
CN1C(=O)/C(=C2/SC(=O)N(c3cccc(Cl)c3)C2=S)c2ccccc21	-9
CC(=O)N1CCN(c2ccc([N+](=O)[O-])c(N)c2)CC1	-4
CC(=O)Nc1ccc(S(=O)(=O)NCCSc2ccccn2)cc1	-31
Clc1ccc(C=NN2CCN(Cc3ccccc3Cl)CC2)c(Cl)c1	-8
O=C1c2ccc(Oc3cccc([N+](=O)[O-])c3)cc2C(=O)N1c1ccc(Cl)cn1	-3
O=C(CSc1nc2ccccc2c(=O)n1Cc1ccccc1)c1ccc(Cl)cc1	-5

Six entries out of the list, sorted by number of heavy atoms, highest first.
SMILES	DUSP3 inh
O=C(CSc1nc2ccccc2c(=O)n1Cc1ccccc1)c1ccc(Cl)cc1	-5
COc1ccccc1NC(=O)c1ccccc1NC(=O)c1ccc(C)cc1	-17
O=C(Nc1ccccc1I)C1CC(=O)N(c2ccc(Cl)cc2)C1 (centres undefined)	1
CC(=O)N1CCN(c2ccc([N+](=O)[O-])c(N)c2)CC1	-4
CCC(=O)Oc1ccc2c(C)cc(=O)oc2c1I	-18
COc1ccc(N=Cc2cccnc2)cc1	-6

Back to the main list, starting 5 compounds before the break.
SMILES	DUSP3 inh
CC(=O)N1CCN(c2ccc([N+](=O)[O-])c(N)c2)CC1	-4
CC(=O)Nc1ccc(S(=O)(=O)NCCSc2ccccn2)cc1	-31
Clc1ccc(C=NN2CCN(Cc3ccccc3Cl)CC2)c(Cl)c1	-8
O=C1c2ccc(Oc3cccc([N+](=O)[O-])c3)cc2C(=O)N1c1ccc(Cl)cn1	-3
O=C(CSc1nc2ccccc2c(=O)n1Cc1ccccc1)c1ccc(Cl)cc1	-5
CCN1C(=O)/C(=C\c2cccc(OC)c2OC)SC1=S	1
Cc1ccc(C(=O)NC(=S)Nc2c[nH]c(=O)[nH]c2=O)cc1	20
O=C(O)CSCc1cccc(Br)c1	54
CC(=O)NC(Oc1ccc(C=Nc2c(C)n(C)n(-c3ccccc3)c2=O)cc1)C(Cl)(Cl)Cl (centres undefined)	-9
O=C(NCCCn1ccnc1)c1cnn2c1NC(c1cccs1)CC2C(F)(F)F (centres undefined)	27
COc1ccc(COC(=O)C2=C(C)NC(=O)NC2c2ccccc2F)cc1 (centres undefined)	-27
Cc1ccc(O)c(C=Nc2cccc3nsnc23)c1	-7
O=c1cc(NC2CCCCC2)c2ccccc2n1-c1ccccc1	0
COc1ccc(NC(=O)COc2ccc(Br)cc2)cc1	-10
COC(=O)c1ccc(NC(=S)NC(=O)/C=C/c2ccc(Br)cc2)cc1	-21
COc1ccc(OC)c(NC(=O)c2cc3cc(Br)ccc3oc2=O)c1	-3
Cc1cc(/C=C2\C(=O)NC(=S)N(c3ccccc3F)C2=O)c(C)n1-c1cccnc1	5
C=CCN(CC=C)C(=O)c1ccccc1NC(=O)c1ccccc1C	6
CN1CCN(NC(=O)c2ccc([N+](=O)[O-])cc2Cl)CC1	-26
CSC1=[N+](c2ccccc2)C(O)C(C)CN1 (centres undefined)	9
COC(=O)c1c(N)sc(C(=O)Nc2ccc(C)cc2)c1C	-29
c1ccc(CN2CCC(N3CCN(Cc4ccncc4)CC3)CC2)cc1	-4
C=CCOc1ccc(/C=C2\C(=O)N(c3cccc(C(=O)O)c3)N=C2C)cc1OC	3
COc1cc(NC(=O)COc2ccc(Br)cc2C(C)(C)C)c(OC)cc1Cl	-17
CC(C)c1ccc(/C=C/C(=O)NCc2cccnc2)cc1	4
CSc1nnc(-c2cccc(NC(=S)NN)c2)o1	100
Cc1ccc(C)c(OCCCCCCn2ccnc2)c1	6
CC1=C(C(=O)OC2CCCCC2)C(c2cccc3ccccc23)C2=C(CCCC2=O)N1 (centres undefined)	-17
COc1ccc(NC(=O)c2ccc(OC3CSC3)cc2)cc1	68
O=C(CCc1n[nH]c(=O)[nH]c1=O)N/N=C/c1c[nH]c2ccccc12	-15
NC(=O)NC(Cc1ccccc1)c1ccccc1 (centres undefined)	-25
CCN1C(=O)C(=Cc2cccn2-c2ccc([N+](=O)[O-])cc2)C(=O)N(CC)C1=S	73*
CCC(=O)Nc1cccc(-c2nc3cc(Cl)ccc3o2)c1C	-13
O=[N+]([O-])c1ccc(Cl)c(S(=O)(=O)NCc2ccccn2)c1	0
COc1ccc(S(=O)(=O)N2CCCCC2)cc1Br	-3
C=CCNC(=O)C(=O)NCc1ccc(C)cc1	-2
CCc1ccc(NC(=O)C(=O)NC2CC(C)(C)NC(C)(C)C2)cc1	-10
O=C1/C(=C/c2ccc(Br)cc2)SC(=S)N1CCc1ccccc1	-42
O=C1Nc2ccc([N+](=O)[O-])cc2C12NN=C(c1ccccc1)S2 (centres undefined)	8

Only part of the results is shown; the hit share may differ from the screen's.
